# Assay outcomes deposited in PubChem BioAssay by National Center for Advancing Translational Sciences (NCATS).
# ERG Ets-DNA blk: qHTS for Small Molecule Inhibitors of the ERG Ets/DNA interaction | Transcriptional regulator ERG (Homo sapiens), P11308 | fluorescence polarization, His-ERG Ets domain / labelled DNA | Potency, µM (titrated, usually from 76.9 µM), inactives show at the top dose FP activity, negative = inhibition, actives largely listed as inhibitors | 370,000 compounds, 0.028% hits; active = well fitted inhibition curve with a large enough effect in the polarisation, with a control signal flat; inconclusive = small, poorly fitted or top-dose-only effect, or effect the other way, or a change in a side signal; inactive = no such curve, though single readings can be large or run the other way; the % refers to the polarisation;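 note: polarization taken with two DNA probes labelled with fluorescein and Texas red; potency is the fitted concentration of half-maximal effect; % of control where 0% means no effect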
# Target sequence (P11308 whole entry, looked up, the tested form may be a part): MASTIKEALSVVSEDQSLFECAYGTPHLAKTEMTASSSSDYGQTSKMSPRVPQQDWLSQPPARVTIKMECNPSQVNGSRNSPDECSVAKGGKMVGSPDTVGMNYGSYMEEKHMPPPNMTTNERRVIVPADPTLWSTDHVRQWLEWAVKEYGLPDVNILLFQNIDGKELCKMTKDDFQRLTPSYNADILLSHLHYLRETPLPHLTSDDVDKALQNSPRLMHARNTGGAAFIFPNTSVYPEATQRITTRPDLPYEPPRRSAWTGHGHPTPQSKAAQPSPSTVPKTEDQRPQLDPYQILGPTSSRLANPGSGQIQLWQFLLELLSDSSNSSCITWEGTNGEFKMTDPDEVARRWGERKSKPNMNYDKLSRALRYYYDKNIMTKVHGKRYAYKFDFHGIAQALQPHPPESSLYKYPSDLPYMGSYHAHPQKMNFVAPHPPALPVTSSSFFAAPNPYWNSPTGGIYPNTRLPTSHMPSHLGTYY
#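 His-tagged ERG Ets domain (1 uM in the protein solution; 300mM KCl, 50mM Tris-HCl, 1mM EDTA, 1mM DTT, pH 7.5) received compound, then a probe mix of 5 nM fluorescein-DNA and 100nM Texas-615-DNA. Fluorescence polarization was read for both dyes.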
# RGS4 inh: Inhibitors of Regulator of G Protein Signaling (RGS) 4: qHTS. Potency, µM (top dose mostly 114 µM), inactives show at the highest dose activity change, negative = inhibition, hits mostly inhibitors. 390,000 compounds, 0.039% hits. AID 504845, 2011. Transcreener GDP fluorescence polarization, RGS4-accelerated GTP hydrolysis; note: potency is the fitted concentration of half-maximal effect; % is set by controls: 0 for no effect and ±100 for the full control effect; nearly all actives have a fitted effect of over 75% in size; some results filed as inactive show a strong effect at the top dose
#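 MLSMR compounds (23 nl, pin-transferred) preincubated 10 min at room temperature with a 500nM (2x) first reagent, then RGS4 at 900nM (2x) plus Transcreener GDP mix added; fluorescence polarization (620/688 nm) read before and after 90 min at 30 °C.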
# D2 antagonist: HTS Assay for Allosteric Antagonists of the Human D2 Dopamine Receptor: Primary Screen for Antagonists. inhibition, % at 10 µM. D(2) dopamine receptor (Homo sapiens), P14416. 340,000 compounds, 2% hits. HEK293 TREx D2 cells, calcium flux, dopamine EC80; in the data active = inhibition above about 30%; note: 0% is about no effect
# Target sequence (P14416 whole entry, looked up): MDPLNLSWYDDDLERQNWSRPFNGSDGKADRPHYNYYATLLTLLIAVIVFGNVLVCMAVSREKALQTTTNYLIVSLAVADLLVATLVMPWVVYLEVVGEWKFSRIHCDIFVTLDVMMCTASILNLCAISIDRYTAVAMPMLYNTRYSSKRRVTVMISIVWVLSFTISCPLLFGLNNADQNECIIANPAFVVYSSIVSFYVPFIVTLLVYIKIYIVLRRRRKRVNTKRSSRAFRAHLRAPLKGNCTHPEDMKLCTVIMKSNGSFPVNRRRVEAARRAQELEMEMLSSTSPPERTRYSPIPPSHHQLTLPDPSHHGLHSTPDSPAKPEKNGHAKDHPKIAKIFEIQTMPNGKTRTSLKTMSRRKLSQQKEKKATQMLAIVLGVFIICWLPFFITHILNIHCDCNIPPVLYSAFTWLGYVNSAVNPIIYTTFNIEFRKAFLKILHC
#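 Tetracycline-induced HEK293 TREx cells expressing D2 receptor forced-coupled to calcium signalling, loaded with no-wash calcium dye. Compounds added and calcium flux read 180 s, then dopamine added at EC80 and read a further 180 s.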
# GRP78 ERSR act: qHTS for Inducers of the Endoplasmic Reticulum Stress Response (ERSR) in Human Glioma: qHTS | U87-MG GRP78 promoter luciferase reporter, 16 h | Potency, µM, inactives show at the highest dose activation, actives largely listed as activators | 420,000 compounds, 0.02% hits; note: potency is the fitted concentration of half-maximal effect; series mostly up to about 76 µM; % of control where 0% means no effect; nearly all actives have a fitted effect of over 35% in size
#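 ERSR induction read as luciferase luminescence (Bright-Glo, 10 min at room temperature) in stably transfected human U87-MG glioma cells exposed to compounds for 16 h, using GRP78 as sensor.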
# Vif-A3F inh: qHTS for Inhibitors of Vif-A3F Interactions: qHTS; HeLa A3F-eYFP + Vif (tagged APOBEC3F with the HIV-1 protein that degrades it), YFP fluorescence increase; 390,000 compounds, 0.2% hits; Potency, µM (highest dose often 46.1 µM), inactives show top-dose activity, negative = active; note: potency is the fitted concentration of half-maximal effect; % of control where 0% means no effect; nearly all actives have a fitted effect of over 65% in size
#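 Fluorescence increase (Ex 488/Em 500-530) after overnight compound treatment at 37 deg C flags inhibition of Vif-driven A3F-eYFP loss in stable HeLa A3F-eYFP/Vif cells seeded overnight beforehand.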
# D2 agonist: HTS Assay for Allosteric Agonists of the Human D2 Dopamine Receptor: Primary Screen for Agonists | HEK293 T-REx D2 cells, calcium flux agonist mode | activation, % at 2 µM | 340,000 compounds, 0.53% hits | AID 485358, 2010;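 active = activation over 3 SD above normal in the single-dose calcium agonist read, cut at about 30% in these data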; note: 0% is about no effect
#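 Tetracycline-induced HEK293 Trex cells with D2 receptor force-coupled to calcium signaling, plated overnight at 30 C and loaded with no-wash calcium dye. Calcium flux read kinetically for 180 s after compound addition; responses flag agonists.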
# LDHA inh: qHTS assay for inhibitors of human lactate dehydrogenase; purified LDHA, NADH/diaphorase-resazurin fluorescence; stronger effect = lower value; activity change, % (values are at about 110 or 230 µM); 480,000 compounds, 0.15% hits; in the data active = activity change below about -30%; inconclusive = mostly about -25% to -30%;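 note: plate controls were DMSO wells for no effect and wells without enzyme for full effect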
#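 Enzyme activity of human lactate dehydrogenase 5 (2 nM; 0.06 mM NADH, 0.2 mM pyruvate, 5 min, RT) is measured via a resazurin/diaphorase fluorescence readout of residual NADH.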
# Vif-A3G inh: qHTS for Inhibitors of Vif-A3G Interactions: qHTS | DNA dC->dU-editing enzyme APOBEC-3G (Homo sapiens), Q9HC16 | Potency, µM (series often up to 46.1 µM), for the others: top-dose activity, negative = active, hits mostly inhibitors | HeLa A3G-eYFP + Vif (tagged APOBEC3G with the HIV-1 protein that degrades it), YFP fluorescence, overnight | AID 602310, 2012 | 410,000 compounds, 0.076% hits;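 note: potency is the fitted concentration of half-maximal effect; % is set by controls: 0 for no effect and ±100 for the full control effect; nearly all actives have a fitted effect of over 60% in size; hits raise eYFP signal because A3G escapes Vif-driven loss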
#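 HeLa cells stably expressing Vif and C-terminally eYFP-tagged A3G, seeded overnight at 37 deg C, then exposed to compound by pintool overnight at 37 deg C. Rise in yellow fluorescence (Ex 488/Em 500-530, Acumen) marks blocked Vif-driven A3G degradation.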
# ALOX12 inh: Primary qHTS assay for inhibitors of human arachidonate 12S-lipoxygenase (ALOX12): Round 2. Polyunsaturated fatty acid lipoxygenase ALOX12 (Homo sapiens), P18054. purified 12hLO, xylenol orange hydroperoxide absorbance. Potency, µM (top dose mostly 108 µM), for inactives: at the highest dose activity change, negative = inhibition, most hits filed as inhibitors. 580,000 compounds, 1.1% hits; note: potency is the fitted concentration of half-maximal effect; % is set by controls: 0 for no effect and ±100 for the full control effect
#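 Purified human 12hLO at 150 nM in 25 mM Hepes, 0.01% Triton X-100, pH 7.0, preincubated 15 min at room temperature with compound. Reaction started with 40 uM arachidonic acid, 30 min at room temperature. Hydroperoxide measured by Fe-xylenol orange, 573/405 nm absorbance ratio.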
# * = called active by the depositor; ? = inconclusive; . = not tested or not shown; & = joins results of further samples; [ ] = dose if it differs, or a comment. Unless noted, calls come from the whole dose curve; as a rule, active = well fitted curve in the direction sought with a large enough effect; inconclusive = small, poorly fitted or top-dose-only effect, or another doubt; inactive = no such curve, though single readings can be large; an effect the other way counts as inactive or inconclusive. Only part of the results is shown; rates above refer to the full screens.
Structure,ERG Ets-DNA blk,Vif-A3F inh,RGS4 inh,LDHA inh,ALOX12 inh,Vif-A3G inh,GRP78 ERSR act,D2 agonist,D2 antagonist
CCCOc1ccccc1Nc1nnc(C)c(=O)[nH]1,2%,-14%,5%,1,-3%,0%,-5%,1.7,6
CCCCN(C(=O)Nc1ccc(OCC)cc1)C1CCN(C(C)=O)CC1,-1%&-4%,0%&0%,11%&-5%,0&10,-18%&-11%,-1%&-1%,-3%&-2%,0.1&0.6,1
CCOc1ccc(C(C#N)N2CCOCC2)cc1OC (configuration not stated),0%,-7%,16%,0,0%,4%,2%,5.7,8
COc1ccc(C)cc1NC(=S)N1CCN(S(C)(=O)=O)CC1,0%,-3%,-18%,-4,-17%,-2%,-5%,-0.2,-4
CN(Cc1cnccn1)C(=O)CC1C(=O)NCCN1Cc1ccc(F)cc1Cl (configuration not stated),17%,3%,15%,0,?,1%,-6%,-0.5,1
Fc1ccc(-c2nnc(N3CCOCC3)c3ccccc23)cc1F,14%,5%,29%,-1,8%,-5%,-6%,0.7,13
Cn1c(NCc2ccccc2F)nc2cc(-c3ccccc3)sc2c1=O,.,.,.,-20,-2%,-3%,-2%,.,.
O=C(CC1C(=O)NCCN1Cc1ccc(-c2ccccc2)cc1)NC1CCC1 (configuration not stated),3%,2%,-21%,6,-7%,-9%,-3%,-0.1,-1
CCCNc1ncnc2nc[nH]c12,12%,6%,0%,-5,-2%,0%,-5%,0.9,-2
O=C(NCCN1C(=O)S/C(=C\c2ccccc2F)C1=O)C1=COCCO1,6%,-14%,-23%,2,-23%,-34%,1%,0.1,9
O=C(Nc1ccc(S(=O)(=O)NC2=NCCCCC2)cc1)c1cccs1,-3%,-2%,5%,-10,16%,0%,-4%,.,.
CCN(CC)C(=O)Cn1c(=O)n(CCCCCC(=O)Nc2ccccc2)c(=O)c2sccc21,6%&-1%,-14%&9%,3%&-11%,-3&-3,-20%&1%,4%&-4%,-3%&0%,-0.4&-0.3,5
N#CCCn1c(Cl)nc2ccccc21,.,0%,-5%,0,-14%,0%,1%,0.5,-2
COc1cc(-c2nnc(SCC(=O)Oc3ccccc3)o2)cc(OC)c1OC,-2%,3%,6%,-3,-16%,5%,?,0.2,.
CCOC(=O)Cn1c(=O)c(-c2ccccc2NC)nc2ccccc21,1%,1%,7%,-8,2%,-9%,-2%,.,.
CC(=O)Nc1cccc(N/C(N)=N/c2nc(C)cc(C)n2)c1,3%,2%,5%,-6,-12%,-7%,1%,1.0,9
CCOc1ccccc1OCCCNCc1ccco1,1%,7%,-10%,-12,?,0%,-4%,-0.3,31*
O=C(c1sc2cccc(Cl)c2c1Cl)N1CCN(CCc2ccccn2)CC1,-2%,3%,0%,-2,4%,-6%,0%,-0.1,11
CCCC(C)(C)NC(=O)CCCCC(=O)NC(C)(C)CCC,2%,-7%,-4%,-8,0%,-3%,-2%,-0.5,1
CSc1ccc(CN(C)C(=O)c2cccc(S(=O)(=O)N3CCN(Cc4ccccc4)CC3)c2)cc1,-2%,0%,-26%,-3,6%,0%,-3%,0.6,-2
Cc1cc(C)c(/C=N/n2c(C)cc(C)c(C#N)c2=O)c(C)c1,6%,2%,14%,-6,-13%,-1%,-1%,1.5,-1
O=C(CC1C(=O)NCCN1Cc1cccc(F)c1F)NC1CCCCCC1 (configuration not stated),-5%,-19%,-15%,2,-13%,0%,-5%,0.4,-14
CCN(C(=O)c1coc(=O)c2ccccc12)c1cc(OC)ccc1OC,-1%,-12%,-21%,-2,?,2%,-6%,-0.3,.
CCOC(=O)C1=NN(c2ccccc2)C(=O)C1,-9%,-11%,10%,-1,0%,-1%,-1%,-2.4,-40
O=C(CCSc1ccc(Cl)cc1)Nc1cccnc1,19%,-1%,-5%,-6,-15%,4%,2%,-2.1,-11
COc1ccc(-c2nnn(CC(=O)N(Cc3ccco3)C(C(=O)NCC3CCCO3)c3ccco3)n2)cc1 (configuration not stated),-4%,-8%,-45%,-1,-25%,-6%,0%,-0.2,-13
COc1ccc(Nc2ncnc3ccc(C)cc23)cc1,10%,-4%,-11%,-2,263%[activator],7%,3%,-1.8,0
C=C1CCN(C(Cc2ccccc2)C(=O)OC)S(=O)(=O)c2ccc(F)cc21 (configuration not stated),-1%,-15%,-8%&19%,-8,4%,-1%&-1%,-3%&0%,0.0,-20
COC(=O)c1nn(-c2ccc3c(c2)CCN3C(C)=O)cc1O,-2%,-3%,-6%,-4,-5%,0%,-14%,-0.5,-14
Cc1ccc(CS(=O)(=O)CCC(=O)NCCCN2CCCC2)cc1,.,-5%,21%,-4,3%,1%,-2%,-0.5,-12
O=C1CCCN1CCc1cccc2ccccc12,3%,6%,6%,-7,1%,-8%,-2%,.,.
COc1ccccc1CCNC(=O)C1CCN(c2nnc(C)c3c(C)n(-c4ccc(C)cc4)nc23)CC1,-5%&1%,-3%&-14%,-11%&7%,-1&-9,-6%&7%,4%&0%,-4%&0%,-0.6,.
Cc1ccc(Cl)cc1NC(=O)C(Cc1ccccc1)N1C(=O)C2C3CCC(C3)C2C1=O (configuration not stated),-6%,-6%,17%,0,-3%,0%,-3%,-0.8,-13
O=C(Nc1ccccc1C(=O)NCc1ccccc1)C1=CSCCO1,5%,-4%,-21%,-3,-29%,2%,-3%,-1.6,-2
CC(C)(C)c1cc(C(=O)Nc2cccc3ccccc23)ccn1,-12%,.,-5%,0,-22%,-6%,-5%,0.5,-27
CCc1c2ccccc2nn1-c1ccccc1C(=O)C(C)=O,12%,-11%,23%,-1,6%,1%,-1%,0.0,-11
Cn1c(Cl)c(C(=O)Nc2ccccc2)c2ccccc21,-2%,7%,-6%,-5,-4%,0%,6%,0.5,-7
CC(C)(C)c1ccc(C(=O)N2CCC(C(=O)NCC3CCCO3)CC2)cc1 (configuration not stated),8%,5%,-12%,-5,-12%,1%,6%,.,.
COc1cc(NC(=O)CCCNC(=O)Cn2cnc3sc4c(c3c2=O)CCCC4)cc(OC)c1OC,6%,0%,-12%,-2,-12%,3%,-4%,0.1,-8
CCC1Oc2ccccc2N(CC(=O)NCc2ccc(C)cc2)C1=O (configuration not stated),-1%,-3%,6%,-5,-9%,-6%,1%,0.7,.
CC(=O)N1CCN(C(=O)c2cc3ccccc3o2)CC1,5%,-3%,-4%,-8,10%,0%,-1%,1.5,2
CCOc1ccccc1N(CC)C(=O)Cn1ncc2c1-c1ccccc1OC2,-6%,-8%,23%,-10,-22%,4%,2%,.,.
CN(C)c1ccc(/C=C/c2c([N+](=O)[O-])c(=O)n(C)c(=O)n2C)cc1,-7%,-2%,0%,-17,0%,1%,2%,-1.4,-10
CC(C)(C)NC(=O)CSc1nc(-c2ccc(F)cc2)cs1,-8%,1%,-4%,-4,0%,0%,1%,-0.5,-7
O=C(CCn1nnc2ccccc21)NNC(=O)C1CCCCC1,2%,2%,0%,-11,0%,-2%,-7%,0.2,9
CC1CCC(NC(=O)c2ccc(CS(=O)(=O)c3cccc(C(F)(F)F)c3)o2)CC1 (configuration not stated),2%,0%,-3%,2,-24%,3%,-2%,0.9,.
S=c1[nH]nc(-c2cc(-c3ccsc3)n[nH]2)n1-c1cccc2ccccc12,-6%,-12%,-45%,-8,?,?,0%,-0.4,8
CCN(CC)C(=O)C1CCCN(Cc2ccc(F)c(F)c2)C1 (configuration not stated),-5%,-30%,-24%,-18,?,1%,-2%,-0.6,-4
CCN(c1ccccc1)S(=O)(=O)c1ccc(C(=O)Nc2nnc(C3CC3)o2)cc1,-3%,?,19%,-3,-4%,1%,0%,-0.9,4
NS(=O)(=O)c1ccc(CNc2ncnc3sccc23)cc1,-5%,0%,-24%,-4,0%,-10%,-3%,0.1,-11
Cn1c(=O)c2c(nc(NCCNC(=O)c3ccco3)n2Cc2ccccc2)n(C)c1=O,-6%,-51%,8%,-2,-15%,0%,-4%,0.2,-5
COc1cccc(-c2nc(-c3ccc(NC(=O)c4cccs4)cc3)no2)c1,-2%,-2%,-10%,-3,6%,-12%,-3%,.,.

# D2 antagonist, what is marked active above
canonical_smiles | ERG Ets-DNA blk | RGS4 inh | LDHA inh | ALOX12 inh | GRP78 ERSR act | D2 antagonist
CCOc1ccccc1OCCCNCc1ccco1 | 1% | -10% | -12 | ? | -4% | 31*
